ZTA counter: blocks Epstein-Barr virus ZTA, an EBNA-1 counter-screen; ZTA-DNA binding, fluorescence polarization; AID 2234; inhibition, % at 11 µM; P03206; 320,000 compounds, 0.15% hits; in the data active means inhibition above about 33%
Target sequence (P03206 whole entry, looked up): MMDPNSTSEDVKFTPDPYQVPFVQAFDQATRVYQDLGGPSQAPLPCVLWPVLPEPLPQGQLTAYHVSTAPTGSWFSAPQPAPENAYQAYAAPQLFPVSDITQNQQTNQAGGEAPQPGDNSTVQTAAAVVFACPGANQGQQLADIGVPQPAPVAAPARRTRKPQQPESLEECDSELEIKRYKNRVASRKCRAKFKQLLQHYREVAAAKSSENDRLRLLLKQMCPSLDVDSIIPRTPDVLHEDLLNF
PP5 primary: inhibitors of human protein phosphatase 5 (PP5) | AID 1987 | purified PP5c, OMFP substrate fluorescence | inhibition, % at 6.7 µM | P53041 | 320,000 compounds, 0.18% hits;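 active means inhibition above the campaign's mean inhibition across all tested compounds plus 3 SD, cut at about 9.5% in these data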;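 further: 0% = DMSO only and 100% = 100 µM cantharidin control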
Yeast superoxide: caloric restriction mimetics inhibiting age-related superoxide in yeast; S. cerevisiae aged cells, superoxide DHE fluorescence; active compounds read low; superoxide response (% of plate mean), % at 10 µM; 330,000 compounds, 0.18% hits;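 active means superoxide response under a set limit, about three screen SD below normal, cut at about 65% in these data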;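 further: yeast aged for seven days with compound at 30 °C before DHE staining; 100% = average MFI of all compound-treated wells on the plate with controls excluded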
TPT1 inh: inhibitors of Candida albicans tRNA 2'-phosphotransferase TPT1; recombinant caTPT1, FP RNA substrate dephosphorylation; inhibition, % at 5 µM; 300,000 compounds, 0.81% hits;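 active means inhibition above the mean of all tested compounds plus 3 SD, set per screening campaign, cut at about 24% in these data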;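 further: plate controls were DMSO alone for no effect and ferristatin control at 100 nM for full effect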
EBNA-1 inhibitor: blocks EBNA-1 binding to DNA | EBNA-1 DNA binding, fluorescence polarization | inhibition, % at 14.8 µM | 300,000 compounds, 0.34% hits; in the data active means inhibition above about 28%
core dimer inh: blocks dimerization of HCV core protein | TR-FRET GST/Flag-core106 dimerization, 1536-well | inhibition, % at 5 µM | 300,000 compounds, 0.33% hits | AID 1899;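 active means inhibition above the mean of all tested compounds plus 3 SD, set per screening campaign, cut at about 45% in these data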
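Assay system: GST-tagged and Flag-tagged HCV core protein residues 1-106 / Times: compound-protein-antibody incubation 4 h at 22.5 °C / Signal: time-resolved FRET, ex 340 nm, em 617 and 671 nm / Evaluation: % inhibition based on acceptor/donor emission ratio / Benchmarks: wells lacking GST-core106 and wells with excess unlabelled core106 / Repeats: singlicate, one well per compound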
CTSL1 counter: blocks F. hepatica cathepsin L1 in PFM18AAP counter-screen; recombinant F. hepatica cathepsin L1, Z-Leu-Arg-MCA fluorescence; inhibition, % at 5.96 µM; 300,000 compounds, 0.49% hits;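 active means inhibition above the mean of all tested compounds plus 3 SD, set per screening campaign, cut at about 17% in these data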;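 further: 0% = plate median of test compound wells and 100% = 1 µM Z-Phe-Ala-diazomethylketone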
GASC-1 inh: inhibitors of human GASC-1 (JMJD2C) demethylase. GST-JMJD2C(1-420) H3K9me3 demethylation, DELFIA europium. inhibition, % at 2.35 µM. 330,000 compounds, 0.069% hits;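 active means more than half of a compound's replicate wells show inhibition beyond 50%, single wells judged on their own value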;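 further: signal counts dimethyl H3K9 product captured on neutravidin plate; 0% = median of DMSO wells and 100% = 0.3 times that DMSO median; strong numbers were not always called active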
Target sequence (Q9H3R0 1-420 limits assumed): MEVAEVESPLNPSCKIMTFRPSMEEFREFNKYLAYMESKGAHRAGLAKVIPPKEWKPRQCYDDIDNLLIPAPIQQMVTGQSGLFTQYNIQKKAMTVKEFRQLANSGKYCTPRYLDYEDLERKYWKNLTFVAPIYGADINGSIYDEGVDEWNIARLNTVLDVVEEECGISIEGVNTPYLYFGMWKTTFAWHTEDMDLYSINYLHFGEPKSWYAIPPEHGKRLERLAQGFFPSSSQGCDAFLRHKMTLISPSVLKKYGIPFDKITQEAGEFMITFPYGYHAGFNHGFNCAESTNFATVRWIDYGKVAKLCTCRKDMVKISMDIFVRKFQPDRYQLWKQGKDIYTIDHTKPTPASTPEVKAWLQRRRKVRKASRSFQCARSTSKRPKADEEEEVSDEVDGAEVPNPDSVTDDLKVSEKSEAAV
PP1 counter: PP1-alpha (human) inhibition in PP5 counter-screen | P62136 | purified PP1alpha, OMFP fluorescence | inhibition, % at 6.7 µM | 320,000 compounds, 0.9% hits | AID 2235;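 active means inhibition above the mean inhibition of all tested compounds plus 3 SD, computed separately for each screening campaign, cut at about 15% in these data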
Target sequence (P62136 whole entry, looked up): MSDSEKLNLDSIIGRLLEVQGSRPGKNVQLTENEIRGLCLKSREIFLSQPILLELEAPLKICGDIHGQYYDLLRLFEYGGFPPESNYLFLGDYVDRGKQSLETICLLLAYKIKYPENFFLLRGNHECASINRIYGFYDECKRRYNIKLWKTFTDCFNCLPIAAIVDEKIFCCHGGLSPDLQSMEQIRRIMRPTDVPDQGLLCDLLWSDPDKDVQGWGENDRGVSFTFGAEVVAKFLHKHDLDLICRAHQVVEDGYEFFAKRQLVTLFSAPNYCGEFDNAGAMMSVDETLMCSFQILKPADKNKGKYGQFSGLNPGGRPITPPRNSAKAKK
* hit, by the source's call; . = no result given; & = joins results of further samples.

Structure	ZTA counter	PP5 primary	Yeast superoxide	TPT1 inh	EBNA-1 inhibitor	core dimer inh	CTSL1 counter	GASC-1 inh	PP1 counter
Clc1cccc(/C(Cc2nc3ccccc3[nH]2)=N\Nc2ccccc2)c1	1	6.0	99	-1	-4	6	2	-2	2
CCCCCCn1cc(C(=O)O)c(=O)c2cc(F)c(N3CCN(C)CC3)cc21	-2	0.8	98	-2	-5	1	3	2	-1
Cc1nc(Nc2ccc(S(N)(=O)=O)cc2)sc1C(=O)Nc1ccccc1	-3	4.0	93	-3	-15	16	2	21	3
CC12CC3(C)CC(C)(C1)CC(C(=O)NC(=S)NC(C)(C)C)(C2)C3	6	2.0	94	0	-4	-1	-1	0	-3
COCCNc1nnnc2c1sc1nc(N3CCOCC3)c3c(c12)CC(C)(C)OC3	2	0.9	116	2	-8	-2	-4	15	-11
COc1ccc(C)cc1NC(=O)C(Sc1nnc(Nc2cc(C)ccc2OC)s1)c1ccccc1 (centres undefined)	12	1.9	93	3	-1	9	-1	-7	1
CCn1c(SCC(=O)NCc2ccccc2)nnc1-c1ccccc1O	-8	1.2	84	-1	-3	-1	0	10	-2
COc1ccccc1C(=O)COC(=O)C(CCSC)NC(=O)COc1ccccc1 (centres undefined)	-10	3.1	111	0	-4	0	0	11	-3
OCCN=Cc1c(O)[nH]c2ccccc12	-15	-0.5	98	-7	-3	-9	1	6	-1
O=C(Nc1ccc([N+](=O)[O-])cc1)c1cc(Cl)sc1Cl	2	-0.6	105	2	-1	-2	2	-2	-2
Cc1ccc(OC(=O)c2cccc(S(=O)(=O)N3CCCC3)c2)c(-n2nc3ccccc3n2)c1	-15	0.9	105	-5	-12	1	-4	-3	-1
O=C(Oc1ccc(OC(=O)c2ccncc2)cc1)c1ccncc1	8	-0.2	112	-1	3	1	1	5	1

More compounds follow.
Structure	ZTA counter	PP5 primary	Yeast superoxide	TPT1 inh	EBNA-1 inhibitor	core dimer inh	CTSL1 counter	GASC-1 inh	PP1 counter
COc1ccc(-n2nc(C(=O)Nc3nc4ccc(OC)cc4s3)c3ccccc3c2=O)cc1	-8	-2.6	101	-1	-7	-1	2	4	-3
CN(CC(=O)Nc1ccc(Cl)c(C(F)(F)F)c1)C(=O)c1cccc2cccnc12	13	4.3	111	.	.	.	.	2	2
CCn1c(SCC(=O)Nc2cccc(F)c2)nc2c(c1=O)SC(C)C2 (centres undefined)	12	3.4	105	-4	-4	-3	3	0	0
CCOc1ccc(CCNC(=O)C2CCCN(c3nnc(-n4cccc4)s3)C2)cc1OCC (centres undefined)	-9	1.2	95	-7	4	0	0	9	1
COCCN1C(=O)C(=O)/C(=C(/O)c2cccc(S(=O)(=O)N(C)C)c2)C12C(=O)N(C)c1ccccc12 (centres undefined)	7	-1.6	94	1	-23	-4	3	13&1	-6
CC(C)C(C(=O)O)N1C(=O)/C(=C/C=C/c2ccco2)SC1=S (centres undefined)	99*	0.7	105	83*	42*	57*	8	4	20*
COC(=O)c1cnn(-c2ccc(F)cc2F)c1/C=N/NC(=S)NC(C)(C)C	-3	4.2	92	1	-3	4	2	-1	-1
COc1ccc2oc(=O)c(C(=O)NCc3ccc(C)cc3)cc2c1	-13	3.7	92	1	-10	-4	-2	-4	0
O=C(CCN1CCN(S(=O)(=O)c2ccc(F)cc2)CC1)Nc1ccccc1F	9	-2.2	127	2	-8	-13	-2	-9	-4
CCC(C)(C)n1nnnc1C(c1cc2ccc(OC)cc2[nH]c1=O)N1CCN(C2CCCCC2)CC1 (centres undefined)	-12	0.9	80	5	5	-3	0	.	0
CCc1cccc(NC(=S)Nc2ccc(CN3CCOCC3)cc2)c1	-4	2.2	75	-1	5	-2	3	3	-1
CC(=O)Nc1cccc(C(=O)O)n1	1	3.2	99	1	0	-3	-2	12	-1

Further structures follow:
Structure	ZTA counter	PP5 primary	Yeast superoxide	TPT1 inh	EBNA-1 inhibitor	core dimer inh	CTSL1 counter	GASC-1 inh	PP1 counter
CC(C)OC(=O)CSc1nc(N2CCOCC2)c2c(c1C#N)CC(C)(C)OC2	-1	0.6	104	-2	-10	4	4	19	5
CC(C)Cc1nn2c(=O)cc(CSCC(=O)Nc3ccccc3F)nc2s1	-11	0.9	90	0	1	-9	-2	19	-4
N#Cc1c(-c2ccccc2)c(C#N)c2nc3ccccc3n2c1N	6	1.4	113	14	18	12	6	10	6
CCOC(=O)Cn1nc(C)c(NC(=O)COc2ccc([N+](=O)[O-])cc2)c1C	13	-1.2	91	-1	6	0	0	32	5
O=C(Sc1nnnn1C1CCCCC1)c1cccs1	-3	0.8	111	-4	-9	-7	-6	-8	1
CN(C)c1cccc(NC(=O)Cc2ccc(F)cc2)c1	-5	0.0	127	-4	-16	-3	-7	4	3
COc1ccc(S(=O)(=O)NNc2nc(C)cc(C)n2)cc1[N+](=O)[O-]	-1	-2.3	101	3	8	-3	-1	-23	-3
COc1ccc2c(CC(=O)Nc3cccc(S(=O)(=O)N4CCOCC4)c3)coc2c1	-10	4.0	109	0	-7	18	-2	-26	2
CON/C=C(\C=Nc1ccc(Cl)cc1Cl)c1ncc(C(F)(F)F)cc1Cl	4	-1.5	79	1	7	0	-3	59	3
Cc1ccc(C(=O)Nc2ccc(S(=O)(=O)N3CCN(C)CC3)cc2)cc1	0	-0.2	92	-4	-1	-6	-1	-9	-3
N#Cc1cnn(-c2cccc(Cl)c2)c1-n1cccc1	-5	-0.6	108	0	4	1	-2	2	-4
CCn1c(CC(=O)Nc2ccccc2Cl)nnc1SCC(=O)NC1CCCC1	4	0.0	84	2	4	0	-4	-9	-5

(further entries)
Structure	ZTA counter	PP5 primary	Yeast superoxide	TPT1 inh	EBNA-1 inhibitor	core dimer inh	CTSL1 counter	GASC-1 inh	PP1 counter
O=c1[nH]nc2c3ccccc3cnn12	-3	0.2	97	-4	8	3	-2	7	-4
CC(C)(C)Nc1nc2nonc2nc1NC(C)(C)C	9	2.7	105	-1	-5	0	-4	10	1
CCc1ccc(C(=O)CSc2nnc(C)c(=O)[nH]2)cc1	-9	-1.9	91	-1	3	-5	0	1	-5
O=C(c1ccc(Cn2cnnn2)cc1)N1CCCC(Nc2ccc(F)c(F)c2)C1 (centres undefined)	10	-0.3	102	-2	12	7	3	-9	-1
O=C(O)CCCCCCNC(=O)c1cncc(O)c1	8	1.2	95	4	-15	0	2	3	-2
Cc1csc(=O)n1CCC(=O)OCC(=O)Nc1ccc(C(N)=O)cc1	0	0.3	100	-3	8	-4	-7	1	-3
COc1ccc2oc(C(=O)Nc3nc(-c4ccccn4)cs3)c(C)c2c1	2	0.0	89	14	0	56*	1	-5	7
CN(Cc1cccs1)C(=O)CCc1ccc(S(=O)(=O)N2CCOCC2)cc1	1	-0.6	109	4	6	8	-1	4	-4
CCOC(=O)C1=C(C)Nc2ccccc2N=C1N	3	-3.9	98	3	6	3	-2	6	-8
COc1cc(/C=N/n2c(COc3ccccc3)n[nH]c2=S)cc(OC)c1OC(C)=O	11	1.4	103	-2	12	11	7	24	-2
Cc1ccnc(NC(=O)C2CC(=O)N(c3ccc4c(c3)OCCO4)C2)c1 (centres undefined)	-1	1.5	109	-1	-1	0	-4	3	-5
Cc1ccc(S(C)(=O)=N/C=C2\C(=O)c3sccc3N(C)S2(=O)=O)cc1 (centres undefined)	4	1.3	105	-1	11	3	1	-6	-3

Only ZTA counter, for two of the compounds above:
Compound,ZTA counter
CCOC(=O)C1=C(C)Nc2ccccc2N=C1N,3
COc1cc(/C=N/n2c(COc3ccccc3)n[nH]c2=S)cc(OC)c1OC(C)=O,11

Other structures follow.
Structure	ZTA counter	PP5 primary	Yeast superoxide	TPT1 inh	EBNA-1 inhibitor	core dimer inh	CTSL1 counter	GASC-1 inh	PP1 counter
Cc1onc(-c2ccccc2Cl)c1-c1nc(-c2ccccn2)no1	-14	2.8	83	-3	-8	-3	4	2	3
Cc1ccc(NC(=S)N2CCC(C(N)=O)(N3CCCCC3)CC2)c(C)c1	17	-1.3	93	0	9	3	-1	13	-2
CCCCn1ccc(O)c(Cc2ccc(F)cc2)c1=O	10	0.0	93	-1	5	0	-5	8	-3
COc1ccccc1C1CCN(C(=O)c2cnn(-c3ccccc3)c2C)CC1	18	-3.3	95	1	1	7	-3	-4	-5
O=C(Nc1ncc(Cc2ccccc2)s1)C1=NCCN1	-7	0.3	101	-5	3	1	1	-79	-1
CCCC[C@@H]1CNCCN1CCc1cc(C(F)(F)F)cc(C(F)(F)F)c1	-14	1.2	.	1	4	0	-4	-2	3
CC(=O)Nc1c(-c2ccccc2)nc2cc(C)ccn12	-25	0.1	91	-1	-13	-11	0	1	-1
O=C(Nc1ccccc1Cl)C1CCCN(S(=O)(=O)c2cccc3cccnc23)C1 (centres undefined)	-19	2.8	112	-3	-4	-8	-2	0	1
COc1ccccc1NS(=O)(=O)c1cccc(C(=O)NNC(=O)c2ccc(NC(C)=O)cc2)c1	4	1.4	76	.	.	.	.	-8	2
CC(C)(C)c1ccc(NS(=O)(=O)c2ccc(N)cc2)cc1	-6	1.6	93	-3	1	-1	-4	-1	1
CC1CC(=O)C(C2c3ccccc3CCN2C(=O)CCl)C(=O)C1 (centres undefined)	-4	0.3	86	0	-9	4	0	-5	-3
Cc1cccnc1NC(=O)CNC(=O)C1CCCCC1	-1	0.8	88	.	.	.	.	19	-2

More records:
Structure	ZTA counter	PP5 primary	Yeast superoxide	TPT1 inh	EBNA-1 inhibitor	core dimer inh	CTSL1 counter	GASC-1 inh	PP1 counter
O=C(Oc1cccc(NC2=NS(=O)(=O)c3ccccc32)c1)c1ccncc1	4	-2.8	95	1	11	2	-6	-9	5
CC(=O)c1c(C)[nH]c(C(=O)COC(=O)c2ccc(Cl)nc2)c1C	2	1.8	74	.	.	.	.	-2	0
O=C(CCC(=O)OCC(=O)c1ccc([N+](=O)[O-])cc1)NC1CCCCC1	6	2.5	108	-1	1	-8	-13	1	-4
CCOc1ccc(Nc2nnc(SCc3nc4ccccc4c(=O)[nH]3)s2)cc1	12	-0.7	105	1	38*	9	-2	7	-2
O=C(Nc1nccs1)c1ccc(-c2ccc(F)cc2)o1	16	-1.1	104	-2	14	7	-2	1	-1
CCC(Sc1nc(N)c(NC(=O)c2ccco2)c(=O)[nH]1)C(=O)O (centres undefined)	-4	1.1	111	-4	-3	0	-2	-7	-2
COc1ccc(NC(=O)c2ccc(CN3CCN(c4ccccc4)CC3)cc2)cc1OC	-1	3.2	114	-1	-3	23	-2	.	-3
CCOC(=O)c1cnc(-c2ccccc2)nc1Oc1ccc(Cl)cc1	15	3.5	101	-4	15	11	0	-1	-3
CC(SCc1ccccc1)C(=O)N/N=C/c1ccc2c(c1)OCO2 (centres undefined)	7	-0.3	87	3	-3	1	-2	-32	-1
O=C(NCc1ccccn1)Nc1ccc(F)cc1F	-2	2.9	88	-1	-3	3	-1	-9	-3
COc1ccc(NC(C)=O)cc1S(=O)(=O)N1CCN(C(=O)c2ccccc2F)CC1	-14	-1.0	106	2	-5	-2	-4	3	0
O=C(COC(=O)c1cccs1)Nc1cccc(Cl)c1	2	2.0	94	.	.	.	.	.	-4

Next section:
Structure	ZTA counter	PP5 primary	Yeast superoxide	TPT1 inh	EBNA-1 inhibitor	core dimer inh	CTSL1 counter	GASC-1 inh	PP1 counter
COC(=O)N1C(=O)[C@](c2ccsc2)(C(C)C)N1C(=O)OC	0	1.9	78	1	-4	-2	-2	1	-4
O=C1C(c2ccncc2)=C(O)c2ccccc21	10	2.0	110	-1	-4	-9	0	7	-3
O=S(=O)(c1cccs1)N1CCc2ccccc21	-9	1.5	102	-2	2	1	-3	-5	-5
O=C(COC(=O)c1cccnc1Cl)Nc1ccc2c(c1)OCO2	-7	-2.7	94	-1	3	-2	-12	7	-2
COc1cc(C(=O)Oc2ccccc2)ccc1OCc1c(C)noc1C	-5	-8.6	94	5	-3	-1	3	1	-1
COc1cccc(C(=O)Nc2nc(-c3ccccc3)c(-c3ccccc3)o2)c1	0	0.2	108	2	11	15	4	-3	0
